Screens as filed in PubChem BioAssay.
Rad51 HR inh: blocks human Rad51 in homologous recombination | inhibition, % at 10 µM | Q06609 | AID 1385 | actives 0.085% (n = 200,000) | hRad51 DNA strand exchange, fluorescence dequenching;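 active = inhibition above 40% at the single screening dose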;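 note: 0% = DMSO control wells and 100% = blanks with heterologous ssDNA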
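material = hRad51 filaments on single-stranded DNA | timing = filaments 15 min 37 °C, then compound 30 min | signal = FRET fluorescence dequenching, excitation 485 nm, emission 520 nm | benchmarks = control wells and blank wells on each plate | evaluation = percent inhibition relative to plate controls and blanks | compound = 10 µM final, single point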
FXIIa inh: factor XIIa (human) inhibition. purified FXIIa, Boc-QGR-AMC fluorogenic substrate, 2 h. AID 800. actives 0.3% (n = 220,000). inhibition, % at 5 µM; in the data active = inhibition above about 40%;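 note: 0% = enzyme with no compound and 100% = blank without enzyme; many of its hits are not listed in these tables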
KLK5 inh: kallikrein 5 (human) inhibition | Q9Y337 | inhibition, % at 5 µM | recombinant hK5, fluorogenic AMC substrate cleavage | actives 0.59% (n = 210,000) | AID 873;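 active = inhibition of 40% or more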;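 note: 0% = enzyme controls without compound and 100% = no-enzyme blanks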
Thrombin inh: thrombin (human) inhibition | alpha-thrombin, Boc-VPR-AMC fluorogenic substrate cleavage | inhibition, % at 5 µM | actives 0.26% (n = 220,000);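 active = inhibition at or above 40%; inactive = inhibition below 40%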;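 note: 0% = enzyme with no compound and 100% = wells without enzyme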
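System: human alpha-thrombin protein; Compound dosing: one concentration per compound, 5 µM, with 0.2% DMSO; Timing: reaction at room temperature; Technique: AMC fluorescence, 355/460 nm; Controls: enzyme without compound as high, wells lacking enzyme as low.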
Cl transport mod: KCC2 (human) Cl- transport modulation. Q9H2X9. KCC2 cells, thallium flux FluoZin-2 fluorescence. B-score of Tl+ flux slope (higher = more flux/activation; lower = inhibition) at 10 µM. actives 2.2% (n = 190,000). AID 1456;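 active = thallium flux slope and its plate-corrected score both differing from the plate sample mean at a set confidence after two filtering rounds, in either direction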;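 note: slope of fluorescence scaled to starting intensity during 10 to 20 s after thallium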
Target sequence (Q9H2X9 whole entry, looked up): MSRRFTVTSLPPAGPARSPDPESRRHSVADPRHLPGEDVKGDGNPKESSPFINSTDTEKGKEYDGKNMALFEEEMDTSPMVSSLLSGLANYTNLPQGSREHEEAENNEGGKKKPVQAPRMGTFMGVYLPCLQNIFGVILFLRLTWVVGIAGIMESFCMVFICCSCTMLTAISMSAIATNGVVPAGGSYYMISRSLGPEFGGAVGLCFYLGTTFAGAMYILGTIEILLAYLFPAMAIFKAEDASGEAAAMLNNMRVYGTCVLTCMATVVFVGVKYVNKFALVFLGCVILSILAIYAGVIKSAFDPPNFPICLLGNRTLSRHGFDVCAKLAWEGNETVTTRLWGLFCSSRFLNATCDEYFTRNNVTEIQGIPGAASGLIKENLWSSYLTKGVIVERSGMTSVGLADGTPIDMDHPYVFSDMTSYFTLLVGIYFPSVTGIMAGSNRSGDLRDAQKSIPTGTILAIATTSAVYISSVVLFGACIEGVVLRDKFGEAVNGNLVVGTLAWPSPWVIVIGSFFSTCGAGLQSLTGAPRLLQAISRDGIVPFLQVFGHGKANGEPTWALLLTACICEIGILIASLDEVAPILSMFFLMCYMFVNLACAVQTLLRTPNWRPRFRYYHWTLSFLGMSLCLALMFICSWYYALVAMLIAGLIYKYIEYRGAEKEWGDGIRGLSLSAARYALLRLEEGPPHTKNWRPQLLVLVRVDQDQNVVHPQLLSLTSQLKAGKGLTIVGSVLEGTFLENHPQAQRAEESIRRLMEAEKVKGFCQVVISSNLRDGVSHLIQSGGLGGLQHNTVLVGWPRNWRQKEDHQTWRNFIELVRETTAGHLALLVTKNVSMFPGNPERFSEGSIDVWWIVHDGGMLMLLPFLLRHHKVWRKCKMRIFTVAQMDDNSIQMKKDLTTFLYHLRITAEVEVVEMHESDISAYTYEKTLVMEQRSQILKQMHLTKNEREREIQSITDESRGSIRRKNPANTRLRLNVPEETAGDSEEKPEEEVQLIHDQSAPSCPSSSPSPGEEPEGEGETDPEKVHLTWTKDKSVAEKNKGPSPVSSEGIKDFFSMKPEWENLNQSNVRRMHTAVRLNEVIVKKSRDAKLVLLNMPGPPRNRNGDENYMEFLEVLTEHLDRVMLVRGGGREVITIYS
PERK inh: blocks human PERK kinase; CHO PERK-DD fusion, SEAP luminescence translation reporter; actives 0.17% (n = 220,000); AID 1416; inhibition, % at 5.6 µM;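 active = inhibition above the mean inhibition of all tested compounds plus 3 SD, set separately per screening campaign, cut at about 2.9% in these data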;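 note: PERK kinase domain activated by AP20187 dimerizer at 100 nM; 0% = DMSO with dimerizer and 100% = rapamycin at 8.4 µM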
Furin inhibitor: blocks human furin protease activity; purified furin, fluorogenic substrate cleavage; inhibition, % at 30 µM; actives 0.061% (n = 220,000); in the data active = inhibition above about 25%; note: inactives centre near -15
FXIa inh: inhibitors of human coagulation factor XIa. P03951. purified FXIa, Boc-Glu-Ala-Arg-AMC fluorogenic substrate. inhibition, % at 5 µM. actives 0.14% (n = 220,000). AID 798;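 active = inhibition of at least 40%; inactive = inhibition below 40%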;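 note: fluorescence of freed AMC excited at 355 nm; 0% = enzyme without compound and 100% = no enzyme blank; many of its hits are not listed in these tables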
m-calpain inh: blocks pig calpain II enzyme activity. purified calpain II, fluorogenic peptide substrate, 30 min. inhibition, % at 16 µM. actives 0.37% (n = 220,000). AID 1236;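 active = inhibition above about 50%, limit read from the data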
* hit, by the source's call; i = inactive; / = no result given; [ ] = remark or other dose.

SMILES	Rad51 HR inh	FXIIa inh	KLK5 inh	Thrombin inh	Cl transport mod	PERK inh	Furin inhibitor	FXIa inh	m-calpain inh
CSc1nc(Oc2ccc3ccccc3c2)c2sccc2n1	0	6	-21	6	/	1.0	-13[20 µM]	-7	28
Cc1c(C(=O)Nc2ccc(OC(F)(F)F)cc2)sc2nc3n(c(=O)c12)CCC3	-3	4	6	-7	-0.34	0.5	-31[20 µM]	-6	10
Cc1ccc(NC(=S)NCC2CCCO2)cc1 (centres undefined)	2	16	0	6	-0.025	0.6	-34[20 µM]	4	10
COc1ccc(OC(C)C(=O)Nc2ccc(F)cc2F)cc1 (centres undefined)	-1	1	-5	/	0.69	0.1	-15	1	3
Fc1ccc2nc(N3CCOCC3)sc2c1	8	-8	-23	0	0.21	2.1	-28	2	33
COc1ccc([C@@H]2C[C@H](c3ccccc3)Oc3cc(OC)c(OC)c(OC)c32)cc1	-3	4	2	-3	0.23	/	-17	-5	45
Cc1ccc(/C=N/NC(=O)c2cccs2)s1	-4	5	-7	-5	0.55	-0.5	13	-3	25
O=C(Cc1noc2ccccc12)Nc1ccc2ccccc2c1	-10	16	-7	3	-0.37	0.4	-8[20 µM]	10	14
COC(=O)C(Sc1nc(C)cc(C)c1C#N)c1ccccc1 (centres undefined)	8	6	0	3	-0.34	0.0	-6[20 µM]	0	32
O=C(CN(Cc1ccccc1Cl)C(=O)Cn1nnc(-c2cccs2)n1)NCC1CCCO1 (centres undefined)	-1	12	-5	4	-0.49	-0.2	-8	2	-3
c1ccc(-c2nnc(CN3CCN(C(c4ccccc4)c4ccccc4)CC3)o2)cc1	-7	5	8	-4	0.35	0.2	-19	-1	18
Cc1c(N=Nc2ccc(N(C)C)cc2)c(=O)n(-c2ccccc2)n1C	12	0	2	8	/	0.1	5	-3	20
COc1cc(C(=O)C(=O)c2cc(OC)c(O)c(OC)c2)cc(OC)c1O	11	13	4	-1	-1.6	0.3	-4	6	18
COC(=O)c1cnn(-c2ccc(F)cc2F)c1/C=N/NC(N)=S	/	5	-1	-4	-0.075	0.8	-15	-1	-9
COc1ccc2c(c1)-c1ccccc1S(=O)(=O)N2C(C)=O	-4	3	6	-2	0.076	1.2	-12	-7	-444
O=C(Nc1cccc2c1CCCC2)C1CCN(c2nnnn2-c2ccccc2)CC1	8	11	-23	-4	1.1	0.1	-10[20 µM]	-5	-17
Cc1cc(C(=O)NNc2cc(Cl)ccc2Cl)no1	9	0	-6	-3	1	0.3	-5	-4	-8
CN(C)c1ccc(/C=N/NS(=O)(=O)c2ccc(Br)cc2)cc1	14	12	7	6	-0.56	0.6	-6	6	4
Cn1nnnc1Sc1ncnc2scc(-c3ccc(F)cc3)c12	/	-5	-3	-9	-0.22	-0.9	-29	0	-58
CCCC(=O)Nc1ccc(-c2nc3cc(C)c(C)cc3o2)cc1	6	6	-8	-5	/	0.2	-16	-5	-221
CCCSc1cc(N)cc([N+](=O)[O-])c1	20	5	9	-13	-0.55	1.1	-25	-1	-16
N#CN=C1CCCCCN1CC(N)=O	2	2	-3	-6	-0.034	1.3	-15	-3	-18
c1cc(CSc2nnc(-c3ccc4c(c3)OCO4)o2)ccn1	-3	22	-3	4	/	-0.1	-17	17	0
O=C(CSc1nccn1-c1ncc(C(F)(F)F)cc1Cl)c1ccc(Br)cc1	3	9	-6	-3	/	0.7	-20[20 µM]	-2	-75
CCCCOc1ccccc1NC(=O)CSc1nnnn1C(C)(C)C	-35	28	0	-8	-1.7	-0.9	-18	11	23
CN1C(=O)/C(=C/c2coc3ccc(O)cc3c2=O)SC1=S	-16	5	4	0	-0.29	1.7	-20	11	5
COc1cc(C)c(C(C)C)cc1S(=O)(=O)N1CCN(C)CC1	-2	18	-19	-8	/	0.2	-21	2	13
O=C(O)CCCC(=O)Nc1ccc(C(=O)NCc2cccnc2)cc1	-7	-7	-3	-12	0.11	1.5	-23[20 µM]	-8	17
CC(C)C(=O)OCC(=O)Nc1ccc(N=Nc2ccccc2)cc1	8	4	-8	-10	-0.7	0.1	-7	-5	15
Cc1nc2nc(-c3cccnc3)nn2c(C)c1Cl	-8	10	4	0	-0.35	-1.1	-10[20 µM]	5	-9
CCN(CC)c1ccc2cc(-c3nnc(-c4ccccc4)o3)c(=O)oc2c1	i	6	-5	2	i	-0.8	-10[20 µM]	-2	-82
O=C(Nc1ccc(S(=O)(=O)Nc2ncccn2)cc1)c1ccc(F)c(S(=O)(=O)N2CCOCC2)c1	-21	17	6	3	-0.88	0.9	-23	3	-33
CCCC(=O)C1C(=O)CC(CC(C)SCC)CC1=O (centres undefined)	8	12	-21	2	0.26	0.5	-19[20 µM]	2	-8
Cc1ccc(C(=O)/C=C\Nc2ccc(C)c(C)c2)cc1	21	20	-11	4	/	-0.1	-18	8	-6
Cc1ccc2[nH]c3c(=O)n(Cc4ccco4)cnc3c2c1	19	11	4	3	1.1	-1.2	-18	3	-2
CCCc1cc(C(=O)Cc2nc3ccccc3s2)c(O)cc1O	-10	14	-2	-3	-0.87	0.8	-13[20 µM]	-1	-424
CCOC(=O)N1CCN(CC(O)COCC2=CCC3CC2C3(C)C)CC1 (centres undefined)	3	-10	8	-4	/	-0.7	-10	-10	6
O=C(Nc1ccc(F)cc1)c1cccnc1NCCc1ccccc1	/	5	-28	-5	0.012	-0.9	-14	1	31
Cc1ccc(S(=O)(=O)N2CCN(C(=O)N3CCOCC3)C2C)cc1 (centres undefined)	-1	-6	3	-2	1.1	1.1	-17[20 µM]	6	-33
O=C(c1ccco1)N1CCN(C(=O)c2cccc3c2C(=O)N(Cc2cccnc2)C3)CC1	-3	10	-7	-6	0.7	0.1	-25	1	17
CCC(C)(C)NC(=O)/C=C/c1cnc2ccccc2n1	-2	12	-13	-6	0.014	0.9	1	9	-6
C=CCOC(=O)C1=C(C)Nc2nnnn2C1c1cc(OC)ccc1OC (centres undefined)	3	3	-11	-10	1.2	-0.5	-12	-10	20
Cc1[nH]c2ccccc2c1C(=O)COC(=O)Cn1c(C(F)(F)F)nc2ccccc21	-4	11	-9	-7	-2.8	-0.8	-10	4	20
COC(=O)CSc1nnc2cc(C)c3ccccc3n12	-25	5	3	1	-0.13	1.7	-17	2	-4
CCCN1CN(Cc2ccco2)c2nc3ccccc3n2C1	-29	13	0	-1	/	-0.1	-12	6	-15
Cn1c(=O)c2c(nc(Cc3ccc(N)cc3)n2C)n(C)c1=O	3	6	0	0	0.57	1.0	-23	10	-1
CC(C)(C)OC(=O)N1CCC[C@H]1c1nnc(SCc2c(Cl)cccc2Cl)o1	/	19	-14	3	/	-1.9	5	9	-1
Cc1cc(C)n(-c2nc(Nc3ccccc3C(F)(F)F)nc(-n3nc(C)cc3C)n2)n1	10	6	-12	-1	-0.36	-1.5	-12[20 µM]	0	-7

3 entries already listed, ordered by heavy-atom count, lowest first:
SMILES	Rad51 HR inh	FXIIa inh	KLK5 inh	Thrombin inh	Cl transport mod	PERK inh	Furin inhibitor	FXIa inh	m-calpain inh
Cn1c(=O)c2c(nc(Cc3ccc(N)cc3)n2C)n(C)c1=O	3	6	0	0	0.57	1.0	-23	10	-1
CCOC(=O)N1CCN(CC(O)COCC2=CCC3CC2C3(C)C)CC1 (centres undefined)	3	-10	8	-4	/	-0.7	-10	-10	6
O=C(c1ccco1)N1CCN(C(=O)c2cccc3c2C(=O)N(Cc2cccnc2)C3)CC1	-3	10	-7	-6	0.7	0.1	-25	1	17

Further compounds
SMILES	Rad51 HR inh	FXIIa inh	KLK5 inh	Thrombin inh	Cl transport mod	PERK inh	Furin inhibitor	FXIa inh	m-calpain inh
CCCCNS(=O)(=O)c1ccc2nc(-c3cccnc3)cc(C(=O)NC(C)C)c2c1	/	10	-8	5	-2	0.8	-14	4	-41
Cc1ccc(NC(=O)C2CCN(S(C)(=O)=O)CC2)cc1	3	26	49*	9	0.72	0.7	-30[20 µM]	13	0
Cc1cc(NC(=O)COC(=O)C2CCC(=O)N2)c([N+](=O)[O-])cc1C (centres undefined)	23	2	0	-15	0.32	0.9	-25	-1	-35
CC1CCCC(C)N1C(=O)COc1ccc([N+](=O)[O-])cc1Cl (centres undefined)	/	13	-1	3	/	1.4	-17	3	14
COCCCNC(=S)N(Cc1ccccc1)Cc1nc2ccccc2c(=O)[nH]1	/	10	-4	1	-0.8	-0.8	-37	3	-49
C=CCn1c(SCn2nnc3ccccc3c2=O)nc2scc(-c3cccs3)c2c1=O	-6	19	-17	0	/	1.6	-22	7	-64
O=C(c1cc(F)ccc1F)C1CCCN(C(=O)c2ccco2)C1 (centres undefined)	/	6	/	-4	-0.51	1.6	-6	-4	14
CN(C)c1oc(-c2cccs2)nc1C#N	/	-37	-37	-20	0.65	-0.2	-343	-27	i
Cc1ccc(-c2ccc(CCC(=O)O)n2-c2cccc(O)c2)cc1	-5	13	-4	8	-0.85	0.6	-19[20 µM]	9	-79
OCCn1c(SCCOc2ccccc2F)nc2ccccc21	8	-4	-3	-11	-0.26	-0.7	0[20 µM]	-3	7
CC(C)c1ccccc1NC(=S)N1CCN(Cc2ccc3c(c2)OCO3)CC1	48*	7	-1	4	-0.52	1.3	-20	2	19
c1ccc(CN(Cc2cccs2)C(c2cccs2)c2nnnn2C2CCCC2)cc1 (centres undefined)	0	1	-14	-6	0.85	-0.6	-5[20 µM]	-7	20

As a short view, part of the list above:
SMILES	Rad51 HR inh	FXIIa inh	KLK5 inh	Thrombin inh	Cl transport mod	PERK inh	Furin inhibitor	FXIa inh	m-calpain inh
CCCCNS(=O)(=O)c1ccc2nc(-c3cccnc3)cc(C(=O)NC(C)C)c2c1	/	10	-8	5	-2	0.8	-14	4	-41
Cc1ccc(NC(=O)C2CCN(S(C)(=O)=O)CC2)cc1	3	26	49*	9	0.72	0.7	-30[20 µM]	13	0

Carrying on:
SMILES	Rad51 HR inh	FXIIa inh	KLK5 inh	Thrombin inh	Cl transport mod	PERK inh	Furin inhibitor	FXIa inh	m-calpain inh
Cc1cccc(C2c3[nH]c4ccccc4c3CCN2C(=O)c2ccc(=O)[nH]c2)n1 (centres undefined)	6	4	-3	-2	-0.12	1.4	-24	-6	-15
C/C(=N\Nc1nc2ccccc2[nH]1)c1ccc(N2CCOCC2)cc1	-8	26	36	/	-0.11	-0.8	2	21	29
CC1(C)CC(=O)C2=C(C1)N=c1s/c(=C/c3ccc(F)c(F)c3)c(=O)n1C2c1ccc(F)cc1 (centres undefined)	12	18	-21	-4	/	-0.6	-3[20 µM]	20	-210
CCOc1ccccc1C1C(C#N)=C(N)Nc2onc(-c3ccccc3)c21 (centres undefined)	2	11	-1	3	-0.87	-0.2	-23	2	-18
NC(=S)N=Nc1c(O)n(C2OC(=O)c3ccccc32)c2ccccc12 (centres undefined)	/	7	-13	0	/	0.1	-6[20 µM]	1	16
Cc1occc1C(=O)N=Nc1c(O)n(C)c2ccccc12	10	1	-12	-13	2.2	-0.2	3	-1	24
CN1CCN(c2oc(-c3ccco3)nc2S(=O)(=O)c2ccccc2)CC1	-14	10	-19	4	0.083	-0.7	-18	6	0
O=C(CSc1nc2ccccc2[nH]1)NCC1CCCO1 (centres undefined)	-1	2	-7	8	0.81	0.7	-19	4	-3
CC(C)CCNC(=O)C(c1ccc(O)cc1)N(C(=O)C1COc2ccccc2O1)c1cccc(O)c1 (centres undefined)	-5	4	3	-7	-0.97	0.0	-12	-3	-3
CCOc1ncccc1C(=O)Nc1ncc(C)s1	2	2	-4	-9	-1.9	-0.3	-7	-6	-7
Cn1c(CS(=O)Cc2c(Cl)cccc2Cl)nnc1SCc1c(Cl)cccc1Cl (centres undefined)	8	18	-14	-3	/	-0.3	-17[20 µM]	0	11
COc1ccc([N+](=O)[O-])cc1NC(=O)C1CCCCC1C(=O)O (centres undefined)	/	11	-7	1	-1.2	0.7	-1	9	-2

A portion of the library; the hit share may differ from the screen's.
